# Screening results from PubChem BioAssay.
# CRFR2-BP antag: antagonists of CRF-binding protein/CRF-R2 receptor complex | 350,000 compounds, 0.59% hits | HEK293 CRF-R2/CRF-BP, CRF-induced calcium fluorescence | inhibition, % at 11.8 µM | AID 588475;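 active means inhibition of the ligand-induced calcium signal above about 50% at the single tested concentration, limit read from the data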
# MEKK3 PB1 HTS: modulators (inhibitors or enhancers) of MEK5 binding to human MEKK3 PB1 domain; Q99759; bead-based flow cytometry, Alexa488-MEK5 binding to MEKK3; actives lie on both sides; 0 = blocked by unlabeled MEK5, 100 = vehicle; binding response (% of control), % at 10 µM; 290,000 compounds, 1.4% hits;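 active means binding response more than 3 SD above or below the average of its plate-row segment, actives on both sides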;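 further: Alexa488 bead fluorescence after subtracting the streptavidin-only scavenger bead signal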
# Target sequence (Q99759 whole entry, looked up, the tested form may be a part): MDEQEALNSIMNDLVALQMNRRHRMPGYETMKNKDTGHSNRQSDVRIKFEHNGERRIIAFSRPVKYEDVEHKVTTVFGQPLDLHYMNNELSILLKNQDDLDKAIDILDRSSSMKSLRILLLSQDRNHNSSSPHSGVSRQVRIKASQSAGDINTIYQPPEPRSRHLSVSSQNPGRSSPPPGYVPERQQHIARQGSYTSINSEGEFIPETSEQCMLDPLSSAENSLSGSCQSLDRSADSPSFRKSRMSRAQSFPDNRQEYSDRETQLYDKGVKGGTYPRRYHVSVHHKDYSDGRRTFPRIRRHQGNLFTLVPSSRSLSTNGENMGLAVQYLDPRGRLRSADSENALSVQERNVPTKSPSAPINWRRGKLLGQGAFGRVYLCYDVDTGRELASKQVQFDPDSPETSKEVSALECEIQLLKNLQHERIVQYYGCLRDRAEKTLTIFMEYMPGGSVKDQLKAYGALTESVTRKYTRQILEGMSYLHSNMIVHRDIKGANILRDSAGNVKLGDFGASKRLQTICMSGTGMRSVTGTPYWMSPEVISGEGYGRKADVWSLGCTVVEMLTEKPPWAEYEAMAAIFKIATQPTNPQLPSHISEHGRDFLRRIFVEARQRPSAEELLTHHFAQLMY
# UBC9 SUMO inh: inhibitors of human SUMOylation (UBC9); P63279; HTRF SUMOylation assay, SAE1/SAE2 + UBC9, in vitro; inhibition, % at 35 µM; 290,000 compounds, 0.36% hits; AID 2006; in the data active means inhibition above about 50%, passing the limit was not always enough; further: strong numbers were not always called active
# Target sequence (P63279 whole entry, looked up): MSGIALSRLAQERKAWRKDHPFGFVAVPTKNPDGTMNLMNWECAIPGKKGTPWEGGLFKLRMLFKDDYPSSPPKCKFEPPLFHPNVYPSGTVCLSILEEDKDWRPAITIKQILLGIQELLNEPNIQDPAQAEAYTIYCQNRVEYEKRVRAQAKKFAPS
# FID counter: fluorescent intercalator displacement, NS3 helicase counter-screen; DNA fluorescent intercalator displacement, fluorescence; inhibition, % at 7.9 µM; 290,000 compounds, 0.17% hits; AID 1845; in the data active means inhibition above about 37%;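 further: 0% = vehicle and 100% = reference compound; higher means more ethidium bromide displaced from hairpin DNA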
# GalR3 antag: human GalR3 antagonism; HEK293 GalR3-CNG cAMP membrane potential fluorescence; galR3 body fused to GalR1 C-terminus; O60755; inhibition, % at 3 µM; 360,000 compounds, 0.44% hits;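 active means inhibition above the screen-wide average plus 3 SD, cut at about 13% in these data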;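 further: forskolin and galanin both at EC90 stimulate the cells; cAMP rise reported by CNG channel membrane potential dye signal; 0% = forskolin plus galanin with DMSO and 100% = forskolin alone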
# Target sequence (O60755 1-299 limits assumed): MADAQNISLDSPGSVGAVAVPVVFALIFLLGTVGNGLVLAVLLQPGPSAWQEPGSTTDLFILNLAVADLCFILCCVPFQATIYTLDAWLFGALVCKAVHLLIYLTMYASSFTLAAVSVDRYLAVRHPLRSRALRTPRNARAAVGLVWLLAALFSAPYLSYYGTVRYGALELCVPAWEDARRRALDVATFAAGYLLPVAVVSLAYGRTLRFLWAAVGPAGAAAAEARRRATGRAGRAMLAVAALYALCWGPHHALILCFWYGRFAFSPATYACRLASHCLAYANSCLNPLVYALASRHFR
# MEKK2wt PB1 HTS: raises or lowers MEK5 binding to wildtype human MEKK2 PB1 domain | binding response (% of control), % at 10 µM | 290,000 compounds, 1.1% hits | bead flow cytometry, Alexa488-MEK5 binding to MEKK2 WT; actives lie on both sides | Q9Y2U5 | AID 1531; in the data active means binding response below about 67% or above about 130%
# HCV NS3 hel inh: inhibitors of Hepatitis C virus NS3 helicase; inhibition, % at 10.9 µM; NS3 helicase DNA unwinding, Cy5 molecular beacon fluorescence; 290,000 compounds, 0.56% hits;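 active means inhibition above the mean of all tested compounds plus 3 SD, set per campaign, cut at about 35% in these data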;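 further: 0% = DMSO wells and 100% = thioflavine S control wells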
#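 System: NS3 helicase fragment of HCV / Schedule: 1 h at 25 °C / Control set: DMSO alone as 0% and 110 µM thioflavine S as 100% / Reagent: Cy5/quencher beacon DNA duplex and ATP to start / Technique: Cy5 fluorescence / Replication: singlicate / Evaluation: % inhibition of end-to-start signal ratio versus controls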
# CRFBP-R2 agonist: CRF-BP/CRF-R2 complex agonism; 350,000 compounds, 0.46% hits; HEK293 CRF-R2/CRF-BP, calcium dye fluorescence (FLIPR); percent of saturating CRF peptide response; activation, % at 13.2 µM; AID 588473;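 active means activation of at least 50%, plus an integration ratio under a set limit after plate pattern correction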;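 further: plate controls were neutral control wells without compound for no effect and CRF at EC100 for full effect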
# MEKK2mut PB1 HTS: signal of MEK5 binding to mutant human MEKK2 PB1 domain; 290,000 compounds, 0.35% hits; bead flow cytometry, Alexa488-MEK5 binding to MEKK2 mutant; AID 1530; percent response, % at 10 µM; in the data active means percent response above about 24%, passing the limit was not always enough; further: inactives centre near 1; some results filed as inactive read as strong as hits
# * = called active by the depositor; x = not tested or not shown; [ ] = another dose, or the depositor's remark. Not all compounds are listed; rates above refer to the full screens.
SMILES,CRFR2-BP antag,MEKK3 PB1 HTS,UBC9 SUMO inh,FID counter,GalR3 antag,MEKK2wt PB1 HTS,HCV NS3 hel inh,CRFBP-R2 agonist,MEKK2mut PB1 HTS
COc1ccccc1N/C(=N/S(=O)(=O)c1ccc(Cl)cc1)c1ccccc1,-9,98,0,-13,-4,99,-9,-4.2,6
COc1cccc(/C=N/n2nnnc2N)c1,-11,98,16,3,6,102,-2,0.6,2
CCCc1cc(=O)oc2cc(OCC(=O)NC3CCN(Cc4ccccc4)CC3)ccc12,-2,106,9,13,1,114,-6,-1.3,8
CCc1ccccc1N(CC)C(=O)CCc1nc(-c2ccc(C)cc2)no1,12,104,-3,-29,-5,105,-1,0.2,7
O=C(CCCc1nc(-c2ccc(Cl)cc2)no1)NC1CCCC1,7,97,-10,-31,-5,100,8,-1.4,-9
O=c1[nH]c(-c2ccccc2)c(-c2ccccc2)[nH]1,-15,103,29,-3,2,101,-3,-0.1,4
COc1ccccc1NC(=S)N(Cc1ccco1)Cc1cc2cc(C)cc(C)c2[nH]c1=O,-33,100,-7,-17,-3,101,6,-1.0,-1
CC(=O)Nc1c(C(=O)c2ccccc2)oc2ccccc12,16,105,-7,-2,-6,106,-7,0.8,1
N#CCCN1CCN(C2=NC(=O)C(=C3CCCCC3)S2)CC1,-8,81,18,-5,0,79,-5,0.2,-10
COC(=O)CC(C(=O)Nc1cc(C(=O)OC)cc(C(=O)OC)c1)N1CCN(C)CC1 (centres undefined),-4,x,x,0,1,x,0,0.2,x
O=C1C2C(C(=O)N1/N=C/c1ccc(N3CCCCC3)o1)C1C=CC2C12CC2 (centres undefined),-55,102,14,-11,2,117,-3,0.4,13
O=C(NCCc1ccccc1)C1CCCN1S(=O)(=O)c1ccc(F)cc1 (centres undefined),7,101,x,-13,-2,100,7,-1.5,-3
Oc1ccc(/C=N/N2CCCCC2)c(O)c1O,9,100,5,-14,-7,104,12,-0.4,2
Cc1cc(N2CCCC2)nc2ccccc12,3,99,20,3,-5,104,2,-2.3,3
COc1cccc(/C=N/NC(=O)CCCC(=O)NC2CCCCC2)c1,7,102,-1,-10,-6,104,26,1.0,-2
COc1ccc(C(=O)NCCCN(C)CCCNC(=O)c2ccc(OC)cc2)cc1,-6,107,20,2,-8,115,2,-0.7,10
Cn1c(=O)cc(Cl)[nH]c1=O,11,94,9,2,-3,96,7,-0.4,0
O=C(Nn1c(Cc2ccccc2)nc2ccccc2c1=O)c1c(O)c2cccc3c2n(c1=O)CCC3,-3,95,-10,-2,-3,87,-10,-0.9,-8
O=C(Nc1ccccc1N1CCCCC1)c1cccc([N+](=O)[O-])c1,-17,100,-6,4,-2,92,-5,-0.8,-3
CC(=O)c1ccc(NC(=S)N2CCN(c3ccccn3)CC2)cc1,6,105,15,-16,-8,110,2,-0.6,11
CCc1cccc(OCC2Cn3c(nc4c3c(=O)[nH]c(=O)n4C)O2)c1 (centres undefined),-7,99,-3,-7,-8,100,3,-1.4,-1
COc1ccc(-c2[nH]ncc2CN2CCCO2)c(F)c1,19,97,21,-1,-3,93,0,-2.1,2
Cc1cnc(C(=O)NC(Cc2ccccc2)c2ccccc2)cn1 (centres undefined),2,102,-5,-28,-10,108,11,0.8,6
CC(=O)N1CCCc2cc(S(=O)(=O)N(C)CCC#N)ccc21,6,103,8,0,-4,105,1,6.8,7
CCOC(=O)c1c(C)[nH]c(C(=O)COC(=O)CCC(=O)c2ccc3c(c2)OCCO3)c1C,-16,102,0,-5,-4,105,13,-0.5,2

# Rewritten with values under each structure: part of the list above.
# The line under a structure holds: CRFR2-BP antag	MEKK3 PB1 HTS	UBC9 SUMO inh	FID counter	GalR3 antag	MEKK2wt PB1 HTS	HCV NS3 hel inh	CRFBP-R2 agonist	MEKK2mut PB1 HTS
COc1ccccc1NC(=S)N(Cc1ccco1)Cc1cc2cc(C)cc(C)c2[nH]c1=O
→ -33	100	-7	-17	-3	101	6	-1.0	-1
CC(=O)Nc1c(C(=O)c2ccccc2)oc2ccccc12
→ 16	105	-7	-2	-6	106	-7	0.8	1

# Given as tab-separated lines: three of the compounds above
compound	CRFR2-BP antag	MEKK3 PB1 HTS	UBC9 SUMO inh	FID counter	GalR3 antag	MEKK2wt PB1 HTS	HCV NS3 hel inh	CRFBP-R2 agonist	MEKK2mut PB1 HTS
CC(=O)c1ccc(NC(=S)N2CCN(c3ccccn3)CC2)cc1	6	105	15	-16	-8	110	2	-0.6	11
CCc1cccc(OCC2Cn3c(nc4c3c(=O)[nH]c(=O)n4C)O2)c1 (centres undefined)	-7	99	-3	-7	-8	100	3	-1.4	-1
COc1ccc(-c2[nH]ncc2CN2CCCO2)c(F)c1	19	97	21	-1	-3	93	0	-2.1	2

# Continued.
SMILES,CRFR2-BP antag,MEKK3 PB1 HTS,UBC9 SUMO inh,FID counter,GalR3 antag,MEKK2wt PB1 HTS,HCV NS3 hel inh,CRFBP-R2 agonist,MEKK2mut PB1 HTS
COc1ccc(/C=C2\SC(=O)N(CC(=O)NN3CCN(C)CC3)C2=O)cc1OC,-29,88,-19,-5,-6,86,3,0.6,-18
COc1ccc(C)cc1NC(=O)C1CC(=O)N(Cc2ccco2)C1 (centres undefined),-10,103,11,-6,12,108,0,-2.3,4
Cc1ccc(-c2nc3ncccn3c2Nc2ccc3c(c2)OCCO3)o1,-4,109,-12,-7,-2,110,1,-1.7,5
Clc1cccc(C2=NOC(c3nnc(-c4ccccc4)o3)C2)c1 (centres undefined),-5,98,4,x,2,99,x,4.9,3
CCOC(=O)C1=C(C)Nc2nc3ccccc3n2C1c1ccncc1 (centres undefined),13,102,2,-11,-4,103,2,-5.0,2
COc1ccc(CN=Cc2c(C(F)(F)F)[nH][nH]c2=O)cc1,-6,102,-7,-12,-4,104,14,-0.1,4
COc1cc2[nH]c(C(=O)N3CCc4ccccc4C3)cc2c(OC)c1OC,-10,97,x,-50,-1,106,-6,-1.5,-3
Cc1ccc(-c2nc(C(=O)NC3CCCCCC3)no2)cc1,9,99,x,-12,2,96,-8,-3.2,1
COCC(=O)N1CCC(Oc2ccc(C(=O)N3CCN(C)C[C@@H]3C(C)C)cc2)CC1,6,102,5,-10,-8,101,4,-0.9,3
O=C(O)C(Cc1ccccc1)N1C(=O)c2cccc3cccc(c23)C1=O (centres undefined),8,94,4,-31,4,93,7,1.7,-7
CC(C)(CNC(=O)C1CCCN1C(=O)c1cccs1)N1CCOCC1 (centres undefined),-4,92,-3,11,-4,92,-6,2.2,-1
CC1(C)N=C(SCC(=O)Nc2ccccc2)C(c2ccc(Cl)cc2)=N1,-23,105,-8,-18,-6,96,-6,0.4,1
COc1ccc2sc(C)[n+](C)c2c1,22,102,14,-24,-9,104,-4,-0.2,5
COc1ccccc1N1CCN(C(=O)c2ccc(Br)s2)CC1,-8,87,18,-27,-7,87,-5,-1.1,-8
CCOC(=O)Cc1c(C)nc2c(-c3ccc(Cl)cc3)c(C)nn2c1C,-16,0.0*[inhibitor],15,11,-4,x,0,-1.4,-34
CCOC(=O)c1nnn(-c2nonc2N)c1C,-9,105,1,-2,0,106,1,-0.1,5
O=C(COc1cccc(-n2cnnn2)c1)NCCC1=CCCCC1,5,103,-2,-20,2,108,2,0.4,4
C=CCn1c(C)cc(C(=O)CSc2ccc(NC(C)=O)cc2)c1C,-3,110,-17,-18,0,112,-1,-0.5,8
O=C(O)c1cc(Cl)c2ccccc2c1O,50,88,11,0,-2,86,14,0.7,-6
O=C(Nc1ccccc1C(=O)Nc1ccccc1C(=O)NCc1ccco1)c1ccco1,-13,98,18,-18,-1,97,13,-0.9,-4
Cc1ccc(/C=C/C(=O)Nc2nnc(SCc3ccc(C#N)cc3)s2)o1,-15,88,35,0,-4,89,5,4.0,-4
O=C1Nc2ccc(Br)cc2C12NNc1ccccc1O2 (centres undefined),-9,93,-26,28,-6,-4.0*,-11,13,-5
Cc1ccc(N2CC(C(=O)NCCS(=O)(=O)N3CCN(c4ccccc4)CC3)CC2=O)cc1 (centres undefined),14,96,9,-9,0,93,-3,0.1,-1
COc1ccccc1OCCNC(=O)c1ccco1,9,102,7,-6,-3,109,6,-0.7,9
Cn1c(SCc2c(F)cccc2Cl)nc2c(c1=O)SCC2,35,100,5,-10,-1,96,8,-1.0,-3
SMILES,CRFR2-BP antag,MEKK3 PB1 HTS,UBC9 SUMO inh,FID counter,GalR3 antag,MEKK2wt PB1 HTS,HCV NS3 hel inh,CRFBP-R2 agonist,MEKK2mut PB1 HTS
O=C1c2ccccc2-c2nc3ccccc3nc21,2,67*[inhibitor],29,2,0,72,7,-1.0,-27
CCn1c(=N)c(S(=O)(=O)c2ccc(Cl)cc2)cc2c(=O)n3ccccc3nc21,x,96,22,7,x,86,3,x,-13
CCc1sc(C(=O)N2CCCN(C)CC2)cc1Br,2,99,11,1,-2,107,0,0.2,4
CC(C)(C)C(=O)Nc1cccc(-c2nnc(-c3cccc(NC(=O)C(C)(C)C)c3)o2)c1,7,104,4,-8,6,104,1,32,2
NC(=O)COc1ccc(=O)n(-c2ccccc2)n1,-9,105,-10,0,x,104,9,1.2,2
CCOC(=O)N1CCC(NC(=O)CSCc2nc(-c3ccc(OC)c(OC)c3)oc2C)CC1,18,99,9,-20,8,95,-9,-0.9,-1
COc1cc(NC(=O)c2ccc(NC3=NC4CS(=O)(=O)CC4S3)cc2)cc(OC)c1 (centres undefined),-2,99,-1,-6,x,101,-3,-0.7,-2
O=C(Cc1ccccn1)Nc1ccccc1,0,103,-12,2,-5,104,2,0.2,2
O=S1(=O)C[C@@H](O)[C@@H](Nc2ccc(Cl)cc2)C1,4,102,15,-2,-5,96,9,-2.3,1
O=C(Nc1ccccc1C(F)(F)F)NC1CCCCC1,12,99,4,-2,-5,99,-3,-0.6,4
CCC(C)c1ccc(O)c(N)c1 (centres undefined),-12,101,16,-15,-2,97,30,-1.3,2
CCN(CC)S(=O)(=O)c1ccc(NC(=O)COC(=O)CCc2cc(OC)c(OC)c(OC)c2)cc1,-26,107,3,-36,4,120,1,0.5,18
CN1CCN(S(=O)(=O)c2ccc(NC(=O)c3ccc(F)cc3)cc2)CC1,29,104,18,8,-2,102,-3,0.0,4
CS(=O)(=O)c1ccccc1C(=O)NC1CCCc2ccccc21 (centres undefined),11,97,6,-2,-1,94,-1,-1.0,-1
CCC(C)NC(=O)CSc1ncnc2sccc12 (centres undefined),6,99,-1,-1,-7,100,3,-1.8,-2
COC(=O)C(C)Sc1nnc(SC(C)C(=O)OC)s1 (centres undefined),16,99,-8,0,-3,99,-3,1.9,3
CCCCN(C)C(=O)c1oc2ccc(S(=O)(=O)N3CCCCCC3)cc2c1C,-3,97,-6,-37,-9,94,-7,2.1,-3
O=C(C1CCCN(S(=O)(=O)c2ccccc2[N+](=O)[O-])C1)N1CCCC1 (centres undefined),7,101,1,0,-2,106,5,0.9,13
CCOC(=O)C1C2C=CC3(CN(CCc4ccccc4)C(=O)C13)O2 (centres undefined),16,109,21,-3,1,114,1,1.5,11
Cc1ccccc1N1CCN(C2CCCN(C(=O)c3ccccn3)C2)CC1 (centres undefined),-5,97,9,-12,-1,100,0,1.0,-1
CC(=O)Nc1ccc(NS(=O)(=O)c2ccc(-c3cnc(C4CC4)o3)cc2)cc1,-4,99,7,-20,0,100,-2,5.8,1
C=CCNc1cccc(Br)c1,5,108,x,x,3,99,x,-0.2,0
CCOc1ccc(NC(=O)C(CC(=O)O)Cc2ccc(C)cc2)cc1 (centres undefined),-3,103,-9,-35,-6,106,10,-2.7,6
Cc1cc(O)c(-c2cc(C(=O)Nc3cccnc3)[nH]n2)cc1C,8,104,19,-1,-4,106,-6,-3.9,9
